High-throughput results: PubChem, National Center for Advancing Translational Sciences (NCATS)
RGS4 inhibitor: inhibitors of human regulator of G protein signaling 4; Transcreener GDP fluorescence polarization, RGS4-accelerated GTP hydrolysis; Potency, µM (doses to about 114 µM), without a hit: at the highest dose activity change, negative = inhibition, usual class: inhibitors; actives 0.039% (n = 390,000); P49798; also: potency is read from the fitted curve at half-maximal effect; % is scaled to controls: 0 for no effect and ±100 for the full control effect; nearly all actives have a fitted effect of over 75% in size; some results filed as inactive show a strong effect at the top dose
Target sequence (P49798 whole entry, looked up): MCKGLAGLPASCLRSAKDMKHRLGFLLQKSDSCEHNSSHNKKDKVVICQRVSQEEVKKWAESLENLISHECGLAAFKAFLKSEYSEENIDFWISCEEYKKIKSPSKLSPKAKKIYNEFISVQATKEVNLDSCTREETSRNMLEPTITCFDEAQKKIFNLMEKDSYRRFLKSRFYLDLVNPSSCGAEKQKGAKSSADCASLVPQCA
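MLSMR compounds (23 nl, pin-transferred) preincubated 10 min at room temperature with a 500nM (2x) first reagent, then RGS4 at 900nM (2x) plus Transcreener GDP mix added; fluorescence polarization (620/688 nm) read before and after 90 min at 30 °C.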
Glioma ERSR ind: ER stress response induction in glioma; U87-MG GRP78 promoter luciferase reporter, 16 h; actives 0.02% (n = 420,000); Potency, µM, for the others: at the highest dose activation, usual class: activators; also: potency is read from the fitted curve at half-maximal effect; series mostly up to about 76 µM; % of control where 0% means no effect; nearly all actives have a fitted effect of over 35% in size
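Stably transfected U87-MG human glioma cells carrying a GRP78-based luminescent sensor were seeded at 1000 cells/well, pin-dosed with compounds and incubated 16 h. Luciferase reagent was then added, and end-point luminescence was read after 10 min at room temperature.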
IDH1 R132H inh: human IDH1 R132H inhibition | O75874 | IDH1-R132H enzyme, NADPH consumption, diaphorase/resazurin fluorescence | Potency, µM (highest dose often 76.6 µM), inactives show at the top dose activity change, negative = inhibition, most hits filed as inhibitors | actives 0.093% (n = 390,000) | AID 602179; also: potency is read from the fitted curve at half-maximal effect; % is scaled to controls: 0 for no effect and ±100 for the full control effect; nearly all actives have a fitted effect of over 65% in size
Target sequence (O75874 whole entry R132H, stated change not applied): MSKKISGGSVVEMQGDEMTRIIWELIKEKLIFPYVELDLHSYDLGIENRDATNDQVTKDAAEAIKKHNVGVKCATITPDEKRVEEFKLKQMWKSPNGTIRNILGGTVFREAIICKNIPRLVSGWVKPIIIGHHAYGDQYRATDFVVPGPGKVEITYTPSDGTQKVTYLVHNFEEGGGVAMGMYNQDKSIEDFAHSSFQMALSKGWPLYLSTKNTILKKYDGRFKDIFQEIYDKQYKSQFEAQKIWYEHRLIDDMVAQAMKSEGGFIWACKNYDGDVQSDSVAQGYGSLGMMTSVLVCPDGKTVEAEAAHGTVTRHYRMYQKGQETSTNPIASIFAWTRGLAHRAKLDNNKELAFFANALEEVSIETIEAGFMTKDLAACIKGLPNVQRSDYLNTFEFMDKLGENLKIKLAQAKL
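IDH1-R132H (0.5 ug/mL) preincubated 30 min with compound, then NADPH (0.016 mM) and alpha-KG (2 mM) added; 80 min at RT, pH 7.5. Remaining NADPH coupled via diaphorase/resazurin to fluorescence (540/590 nm); concentration-response curves normalized to no-enzyme control.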
Vif-APOBEC3F blk: blocks the Vif interaction with APOBEC3F; HeLa A3F-eYFP + Vif (tagged APOBEC3F with the HIV-1 protein that degrades it), YFP fluorescence increase; Potency, µM (top dose mostly 46.1 µM), for inactives: top-dose activity, negative = active; actives 0.2% (n = 390,000); AID 602313; also: potency is read from the fitted curve at half-maximal effect; % of control where 0% means no effect; nearly all actives have a fitted effect of over 65% in size
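HeLa cells stably expressing A3F-eYFP plus Vif, plated and incubated overnight at 37 deg C, then exposed to compounds overnight at 37 deg C. Blocked degradation read as raised yellow fluorescence (Ex 488/Em 500-530).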
Vif-A3G inh: blocks the Vif interaction with human APOBEC3G | Q9HC16 | HeLa A3G-eYFP + Vif (tagged APOBEC3G with the HIV-1 protein that degrades it), YFP fluorescence, overnight | Potency, µM (top dose mostly 46.1 µM), for the others: top-dose activity, negative = active, most hits filed as inhibitors | actives 0.076% (n = 410,000) | AID 602310;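 also: potency is read from the fitted curve at half-maximal effect; % is scaled to controls: 0 for no effect and ±100 for the full control effect; nearly all actives have a fitted effect of over 60% in size; hits raise eYFP signal because A3G escapes Vif-driven loss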
Target sequence (Q9HC16 whole entry, looked up): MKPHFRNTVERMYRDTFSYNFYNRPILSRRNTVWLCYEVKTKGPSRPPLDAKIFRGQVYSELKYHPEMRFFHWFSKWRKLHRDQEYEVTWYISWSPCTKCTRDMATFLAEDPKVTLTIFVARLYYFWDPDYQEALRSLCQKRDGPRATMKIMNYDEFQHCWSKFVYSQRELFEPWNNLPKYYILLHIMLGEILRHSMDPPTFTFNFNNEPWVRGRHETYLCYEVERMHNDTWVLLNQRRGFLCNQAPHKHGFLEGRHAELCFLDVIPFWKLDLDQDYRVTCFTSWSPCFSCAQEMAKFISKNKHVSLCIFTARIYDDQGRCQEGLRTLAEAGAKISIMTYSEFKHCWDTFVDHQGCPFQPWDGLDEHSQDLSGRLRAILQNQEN
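Read-out is eYFP fluorescence (Ex 488/Em 500-530) from Vif-expressing HeLa A3G-eYFP cells; more signal means A3G escaped Vif-mediated degradation. Cells plated overnight, compound pinned in, incubated overnight at 37 deg C.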
USP1 inh: inhibitors of human USP1/UAF1 deubiquitinase; O94782; recombinant USP1/UAF1, Ub-Rhodamine cleavage fluorescence; Potency, µM (top dose mostly 57.1 µM), for the others: at the highest dose activity change, negative = inhibition, actives largely listed as inhibitors; actives 0.23% (n = 390,000); also: potency is read from the fitted curve at half-maximal effect; % is scaled to controls: 0 for no effect and ±100 for the full control effect; nearly all actives have a fitted effect of over 60% in size; inactives centre near -12
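High-throughput fluorogenic screen: 1nM USP1/UAF1 complex, Ub-Rho substrate 150nM final, 50mM HEPES pH 7.8 with 0.5mM EDTA, 0.1 mg/ml BSA, 1mM TCEP and 0.01% Tween-20.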
TrxR1 substrate: is turned over as a substrate by rat TrxR1; O89049; purified TrxR1 substrate turnover, NADPH consumption readout; Potency, µM (doses to about 114 µM), for the others: at the top dose activity change, negative = substrate turnover; actives 0.01% (n = 390,000); also: potency is read from the fitted curve at half-maximal effect; % is scaled to controls: 0 for no effect and ±100 for the full control effect; nearly all actives have a fitted effect of over 50% in size
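Rat TrxR1, dispensed at 90 nM, was prereduced with 400 uM NADPH (final) for 5 min at ~22 deg C, then incubated with compound 15 min before 400 uM selenite. A first-read NADPH fluorescence drop versus no-compound background flagged substrates.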
LDHA inh: inhibitors of human lactate dehydrogenase A; purified LDHA, NADH/diaphorase-resazurin fluorescence; stronger effect = lower value; activity change, % (values are at about 110 or 230 µM); actives 0.15% (n = 480,000); AID 1347041; in the data active = activity change below about -30%; inconclusive = mostly about -25% to -30%;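 also: plate controls were DMSO wells for no effect and wells without enzyme for full effect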
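Human LDH5 at 2 nM final in Tris HCl pH 7.4 with 0.06 mM NADH and 0.2 mM pyruvate, reacted 5 minutes at room temperature. Remaining NADH coupled via diaphorase/resazurin; resorufin fluorescence read at 0 and 20 minutes, normalized to enzyme-free and DMSO wells.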
TrxR1 inh: blocks rat thioredoxin reductase 1; O89049; recombinant rTrxR1, NADPH fluorescence consumption, selenite substrate; Potency, µM (top dose mostly 114 µM), without a hit: at the top dose activity change, negative = inhibition, most hits filed as inhibitors; actives 1% (n = 390,000); also: potency is read from the fitted curve at half-maximal effect; % is scaled to controls: 0 for no effect and ±100 for the full control effect; nearly all actives have a fitted effect of over 65% in size
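Rat TrxR1 (90 nM in the dispensed reagent) was pre-reduced with 400 uM NADPH for 5 min at room temperature, then incubated with compound for 15 min. After 400 uM selenite was added, NADPH fluorescence (Ex 340/Em 450 nm) was followed for 8 min.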
Numbers without * were called inactive; ? = inconclusive; . = no result given; & = joins results of further samples; [ ] = another dose, or the depositor's remark. Unless noted, calls follow the shape of the dose curve; as a rule, active = well fitted curve in the direction sought with a large enough effect; inconclusive = small, poorly fitted or top-dose-only effect, or another doubt; inactive = no such curve, though single readings can be large; an effect the other way counts as inactive or inconclusive.

SMILES	RGS4 inhibitor	Glioma ERSR ind	IDH1 R132H inh	Vif-APOBEC3F blk	Vif-A3G inh	USP1 inh	TrxR1 substrate	LDHA inh	TrxR1 inh
COc1ccc(NS(=O)(=O)c2cc3[nH]c(=O)c(=O)[nH]c3cc2C)cc1Cl	14%	0%	0%	-3%	3%	-17%[11.4 µM]	-5%	-3	9%
CCN(CC)c1ccc(NC(=S)NC(=O)c2cccs2)cc1	-45%	0%	-5%	0%	-1%	-17%	-7%[57.1 µM]	-1	79µM*
CC(C)(C)c1cc(C(=O)NCC(=O)OCC(=O)c2cccc([N+](=O)[O-])c2)cc(C(C)(C)C)c1	-7%	-4%	-1%	0%	-1%	-12%	-4%	-2	6%
CC(C)N(C(=O)Cn1cc(S(=O)(=O)Cc2ccc(Br)cc2)c2ccccc21)C(C)C	9%	-5%	-19%	1%	2%	9%	4%	-5	13%
COCCNC(=O)c1cn(C(C)c2ccccc2F)nn1 (stereo not given)	15%	-3%	-9%	3%	-3%	-6%	5%	-17	30%
COC(=O)c1cccc(N(CC(=O)NC2CCCC2)C(=O)CNC(=O)c2cccs2)c1	9%	-3%	4%	3%	2%	-22%	10%	-3	28%
COc1ccccc1/C=C/c1ccc2cccc(O)c2n1	-12%	-2%	16%	2%	1%	?	-8%	4	-16%
COc1cc(NC(=O)COC(=O)c2cnccn2)c(C)cc1[N+](=O)[O-]	2%	-7%	7%	-1%	-2%	-6%	-3%	-6	8%
O=C(CNS(=O)(=O)c1ccc2c(c1)OCCCO2)N1CCN(Cc2ccccc2)CC1	18%	-6%	5%	-9%	-1%	-22%	-8%	0	-7%
COC(=O)c1cnc(SCc2ccc(C)cc2)n1C	-50%	7%	8%	8%	0%	-26%	2%	-15	10%[57.1 µM]
O=C(C1CCC(=O)N(C2CC2)C1)N1CCC(Oc2ccccc2F)CC1 (stereo not given)	-19%	-4%	3%	-8%	-4%	-8%	-5%	-7	-4%
COCCn1c(SCC(=O)Nc2nnc(C)s2)nnc1-c1c[nH]c2ccccc12	18%	-8%	-1%	3%	0%	4%	-8%	-3	-8%
Brc1ccc(C2NCCS2)cc1 (stereo not given)	-13%	-6%	15%	-20%	-1%	-17%	-6%	-9	10%
CC(=O)n1nc2nc(C)cc(C)c2c1N	-12%	-3%	4%	-11%	0%	-14%	-1%	-3	-3%
CC(C)C[C@@H](C)C(=O)N(Cc1ccccc1)c1ccccc1	-18%	-3%	12%	-2%	1%	-12%	-3%[57.1 µM]	-1	6%[57.1 µM]
O=C1c2cccnc2C(=O)N1Cc1ccccc1	-16%	-1%	13%	3%	2%	0%	4%	0	26%
COc1ccc(CC(=O)Nc2nc(C)cs2)cc1OC	-31%	-4%	1%	-3%	3%	-4%	-5%	-1	-9%
O=c1[nH]c(C2CCN(S(=O)(=O)c3ccccc3)CC2)nc2c1nnn2Cc1cccc(Cl)c1	19%	-3%	5%	-37%	-10%	-1%	-5%	-5	17%
COC(=O)c1sccc1NC(=O)c1cccc(F)c1	-3%	-3%	1%	-3%	2%	-22%	5%	-5	20%
C[n+]1ccccc1/C=C/c1cc(Br)ccc1O	-8%	-4%	-9%	-9%	-6%	-23%	-19%	1	?
O=C1C=CN2CCCCC2CC1 (stereo not given)	22%	-1%	-4%	5%	0%	-16%	-4%	5	-11%
CC1(c2cc([N+](=O)[O-])cc([N+](=O)[O-])c2)CC(C)(C)N(C(=O)c2ccccc2)c2ccccc21 (stereo not given)	-10%	-2%	2%	3%	1%	-3%	-6%	1	11%
COc1ccc(-c2[nH]c(-c3ccc(F)cc3)nc2SCC(=O)NC2CCCC2)cc1	17%	-4%	9%	6%	0%	-9%	-3%[57.1 µM]	-1	4%
O=C(CSc1nnc(Cn2nnc3ccccc32)o1)Nc1cccc(Cl)c1	-10%	-5%	-5%	2%	1%	-11%	-5%[57.1 µM]	-9	3%[57.1 µM]
N#Cc1ccccc1S(=O)(=O)N1CCN(C(=O)Cc2n[nH]c(=O)c3ccccc23)CC1	-6%	-2%	9%	0%	0%	-6%	2%	-2	7%
CC(=O)Nc1ccc(NC(=O)C(C)OC(=O)/C=C/c2cn(-c3ccccc3)nc2-c2cccnc2)cc1 (stereo not given)	-6%	1%	-3%	-22%	?	-6%	21%	-4	-10%
O=C(NC(Cc1c[nH]c2ccccc12)C(=O)O)/C(=C/c1ccc2c(c1)OCO2)NC(=O)c1ccccc1 (stereo not given)	-17%	3%	-3%	7%	-3%	-10%	-10%	-1	4%
CCCn1c(CN2CCN(C(C)=O)CC2)nc2cc(S(=O)(=O)N(C)C)ccc21	17%	-3%	-4%	1%	-4%	-19%	2%	-1	-11%
C[C@@H]1NC(=O)[C@@]2(C)[C@@H](c3ccccc3)[C@H]3COc4ccccc4[C@@H]3N2C1=O	11%	-2%	3%	-2%	-4%	-28%	8%[57.1 µM]	-4	9%[57.1 µM]
COc1ccc(CNC(=O)CCc2nc(-c3ccccc3F)no2)c(OC)c1	-29%[11.4 µM]	-2%	1%	-7%	0%	-8%	6%[57.1 µM]	2	12%[57.1 µM]
CC(=O)Nc1ccc(NC(=O)C(C)OC(=O)c2oc3ccccc3c2C)cc1 (stereo not given)	5%	-5%	-6%	7%	-4%	-19%	0%[57.1 µM]	-11	4%[57.1 µM]
CCOC(=O)c1cn(C2CC2)c2c(F)c(F)c(F)cc2c1=O	-16%	-2%	-7%	4%	0%	-14%	2%[57.1 µM]	-2	29%[57.1 µM]
CCc1noc(C)c1C(=O)Nc1nc(-c2ccc(F)cc2)c(C)s1	-14%	-3%	9%	1%	0%	-27%	-1%	2	13%
O=C1NC(=O)C2(Br)Nc3ccc(Br)cc3C(=O)C2N1 (stereo not given)	8%	-2%	-13%	-2%	4%	8%	-5%[2.29 µM]	-4	-1%[2.29 µM]
O=C(c1ccc2c(c1)CCN2S(=O)(=O)c1ccccc1)N1CCN(c2ccccc2F)CC1	-30%[56.9 µM]	-1%&-2%	6%&2%	1%&3%	7%&0%	-21%&-12%	1%&3%	-2&5	24%&17%
CCCCNC(=O)c1cc(-c2ccc(Cl)c(Cl)c2)on1	-31%	2%	-10%	-4%	-5%	-14%	8%	-12	24%
O=c1c2ccccc2oc2cc(NCCCn3ccnc3)ccc12	-5%	-8%	-5%	-16%	-6%	-3%	614%[activator]	-13	9%
CCC1CN(C(=O)NCc2ccccc2)c2ccccc2O1 (stereo not given)	0%	-5%	-4%	6%	-3%	-3%	4%[57.1 µM]	-2	-6%[57.1 µM]
CCOc1ccc(NC(=O)CSc2cn(CC(=O)N3CCOCC3)c3ccccc23)cc1	1%	0%	-19%	-8%	-3%	-8%	6%	-1	23%
O=C(c1ccccc1)C1CCN(C(=O)C2CCC(=O)N(Cc3ccccc3F)C2)CC1 (stereo not given)	13%	2%	0%	7%	1%	-13%	-1%	-3	-9%
COc1ccc(C2(O)CN(c3ccc(C)cc3)C3=[N+]2CCCC3)cc1 (stereo not given)	31%	6%	6%	-2%	3%	-15%	9%[57.1 µM]	-10	11%[57.1 µM]
COCC(=O)Nc1cc(C(=O)NCC(C)C)ccc1Cl	13%	-3%	11%	13%	-1%	-11%	1%	-7	12%
Cc1ccc(CSc2ncnc3ccccc23)cc1	10%	5%	0%	-2%	-8%	-4%	-9%	3	0%
CCCC(=O)Nc1nnc(/C=C/c2ccccc2)s1	18%	4%	1%	1%	0%	4%	42%[activator]	-2	33%
c1ccc2nc(-c3cc4ccccc4s3)ccc2c1	.	4%	.	.	-5%	.	-4%	-1	10%[0.0914 µM]

Part of the list above, reformatted.
COCC(=O)Nc1cc(C(=O)NCC(C)C)ccc1Cl
  RGS4 inhibitor: 13%
  Glioma ERSR ind: -3%
  IDH1 R132H inh: 11%
  Vif-APOBEC3F blk: 13%
  Vif-A3G inh: -1%
  USP1 inh: -11%
  TrxR1 substrate: 1%
  LDHA inh: -7
  TrxR1 inh: 12%

COc1ccc(C2(O)CN(c3ccc(C)cc3)C3=[N+]2CCCC3)cc1 (stereo not given)
  RGS4 inhibitor: 31%
  Glioma ERSR ind: 6%
  IDH1 R132H inh: 6%
  Vif-APOBEC3F blk: -2%
  Vif-A3G inh: 3%
  USP1 inh: -15%
  TrxR1 substrate: 9%[57.1 µM]
  LDHA inh: -10
  TrxR1 inh: 11%[57.1 µM]

c1ccc2nc(-c3cc4ccccc4s3)ccc2c1
  RGS4 inhibitor: .
  Glioma ERSR ind: 4%
  IDH1 R132H inh: .
  Vif-APOBEC3F blk: .
  Vif-A3G inh: -5%
  USP1 inh: .
  TrxR1 substrate: -4%
  LDHA inh: -1
  TrxR1 inh: 10%[0.0914 µM]

Cc1ccc(CSc2ncnc3ccccc23)cc1
  RGS4 inhibitor: 10%
  Glioma ERSR ind: 5%
  IDH1 R132H inh: 0%
  Vif-APOBEC3F blk: -2%
  Vif-A3G inh: -8%
  USP1 inh: -4%
  TrxR1 substrate: -9%
  LDHA inh: 3
  TrxR1 inh: 0%

Some of the compounds tested (hit frequency here may not be typical).
